CXXC DNA block: qHTS Fluorescence Polarization Assay for Inhibitors of MLL CXXC domain - DNA interaction. MLL-CXXC / FITC-HOXA9 DNA fluorescence polarization. Potency, µM (top dose mostly 115 µM), inactives show at the top dose activity change, negative = inhibition, most hits filed as inhibitors. actives 0.037% (n = 290,000); active = well fitted inhibition curve with a large enough effect in the polarisation, with a control signal flat, not every such curve was filed as active; inconclusive = small, poorly fitted or top-dose-only effect, or effect the other way, or a change in a side signal; inactive = no such curve, though single readings can be large or run the other way; the % refers to the polarisation; also: potency is read from the fitted curve at half-maximal effect
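Fluorescence polarization: 7 uM MLL-CXXC (stock) preincubated 5 min with compounds, then 50 nM fluorescein-HOX-A9 DNA (stock) added; 30 min ambient. Buffer 50 mM Tris-HCl pH 7.5, 50 mM NaCl, 1 mM DTT, 0.05% BSA.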
Integrin act MD: qHTS for Activators of Integrin-Mediated Alleviation for Muscular Dystrophy | alpha7betagal myoblasts, beta-gal FDG fluorescence, 48 h | Potency, µM (titrated, usually from 38.3 µM), for inactives: at the top dose activation, actives largely listed as activators | actives 0.064% (n = 350,000);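 also: potency is read from the fitted curve at half-maximal effect; 100% = response of the positive control SU9516; nearly all actives have a fitted effect of over 60% in size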
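Alpha7betagal+/- myoblasts (passage 13) were plated 16-24 hr, then exposed to compounds (1:260 dilution of DMSO stock) for 48 hours at 37C. After MPER lysis, β-galactosidase reporter activity was read as FDG fluorescence (ex 480/em 540) after 30 minutes.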
A-T KAP1 phos: qHTS Assay for Identifying a Potential Treatment of Ataxia-Telangiectasia; […] A-T fibroblasts, KAP-1 phosphorylation AlphaLISA; neocarzinostatin DNA damage 30 min before lysis; Potency, µM (top dose mostly 57.5 µM), for the others: at the highest dose activation, most hits filed as activators; actives 0.19% (n = 320,000); also: potency is read from the fitted curve at half-maximal effect; % of control where 0% means no effect; nearly all actives have a fitted effect of over 45% in size
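ATM-like activity read as KAP-1 phosphorylation via AlphaLISA donor/acceptor antibody pairs after lysis and 6 hr at 25C. Cells were ATM-null patient fibroblasts ([…], hTERT), dosed 60 min, then exposed to the DSB inducer NCS for 30 min.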
TCR activator: Activators of T cell receptors: qHTS campaign | primary human leukocytes, anti-CD3, IL-2 HTRF, 48 h | Potency, µM (series often up to 9.22 µM), inactives show at the highest dose activation of IL-2 secretion, most hits filed as activators | 330,000 tested, under 10 active; also: % of control where 0% means no effect
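Using a-CD3 beads without co-stimulation, primary human leukocytes were exposed to compounds for 48 hr. An HTRF IL-2 kit measured the cytokine, with europium-to-d2 energy transfer producing emission at 665nm upon 320nm excitation.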
TRPV1 agonist: HTS Assay for Compounds that Act as Agonists of the Vanilloid Receptor 1 | AID 540275, 2011 | Transient receptor potential cation channel subfamily V member 1 (Homo sapiens), Q8NER1 | TRPV1-expressing cells, Fluo-8 calcium influx, agonist mode | actives 0.19% (n = 320,000) | activation, % at 8.33 µM; in the data active = activation above about 80%; inconclusive = between about 30% and that limit; also: 0% is about no effect
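Fluo-8 calcium influx in TRPV1-expressing cells, kinetic read (ex 480/em 520 nm). Compound added and read 3 min for agonist activity, followed by capsaicin at EC20 final and 2 min further read for enhancement.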
BRCA1 expr act: qHTS Assay to Identify Small Molecule Activators of BRCA1 Expression; Potency, µM (doses to about 46.1 µM), for the others: top-dose activation, usual class: activators; AID 624202, 2012; actives 1.1% (n = 380,000); MCF7-BRCA1-FFLuc reporter, luminescence, 48 h; response scale: scaled: vehicle 0%, 10 µM genistein 100%; also: potency is read from the fitted curve at half-maximal effect; nearly all actives have a fitted effect of over 80% in size; some results filed as inactive show a strong effect at the top dose
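Luminescence from a BRCA1-driven firefly luciferase in MCF7 cells was the read-out, taken 15 min after substrate addition following 48 h compound exposure at 37 °C. Data were normalized to a 10 microM genistein control and DMSO vehicle.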
B2AR arrestin: qHTS assay of beta-arrestin-biased ligands of beta2-adrenergic receptor; beta-arrestin recruitment to beta2AR, cell-based reporter; Potency, µM (highest dose often 46.1 µM), without a hit: at the highest dose activation, actives largely listed as activators; actives 0.02% (n = 330,000); AID 492947, 2010;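 also: potency is read from the fitted curve at half-maximal effect; 0% = DMSO controls and full agonism = EC100 isoproterenol or metaproterenol; nearly all actives have a fitted effect of over 65% in size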
Target sequence (P07550 whole entry, looked up): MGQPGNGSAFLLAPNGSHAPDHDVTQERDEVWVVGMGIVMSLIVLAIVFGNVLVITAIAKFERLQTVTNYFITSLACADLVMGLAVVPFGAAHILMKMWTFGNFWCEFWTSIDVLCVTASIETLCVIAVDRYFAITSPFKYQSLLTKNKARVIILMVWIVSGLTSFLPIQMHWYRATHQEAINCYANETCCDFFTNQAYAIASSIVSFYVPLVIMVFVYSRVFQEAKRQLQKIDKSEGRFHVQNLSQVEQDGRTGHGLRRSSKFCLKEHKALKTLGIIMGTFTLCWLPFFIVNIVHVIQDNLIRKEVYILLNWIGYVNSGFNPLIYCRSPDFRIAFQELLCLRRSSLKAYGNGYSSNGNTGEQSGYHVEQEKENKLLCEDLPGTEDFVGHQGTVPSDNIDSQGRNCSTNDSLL
TSG101-PTAP inh: qHTS Assay for Iinhibitors of HIV-1 Budding by Blocking the Interaction of PTAP/TSG101; Tumor susceptibility gene 101 protein (Homo sapiens), Q99816; Fluorescence polarization, FITC-PTAP peptide / Tsg101 binding; Potency, µM (doses to about 115 µM), without a hit: top-dose activity change, negative = inhibition, actives largely listed as inhibitors; 340,000 tested, under 10 active; AID 493005, 2010; active = well fitted inhibition curve with a large enough effect in the main read-out, with a control signal flat, not every such curve was filed as active; inconclusive = small, poorly fitted or top-dose-only effect, or effect the other way, or a change in a side signal; inactive = no such curve, though single readings can be large or run the other way; also: potency is read from the fitted curve at half-maximal effect; % of control where 0% means no effect
Target sequence (Q99816 whole entry, looked up): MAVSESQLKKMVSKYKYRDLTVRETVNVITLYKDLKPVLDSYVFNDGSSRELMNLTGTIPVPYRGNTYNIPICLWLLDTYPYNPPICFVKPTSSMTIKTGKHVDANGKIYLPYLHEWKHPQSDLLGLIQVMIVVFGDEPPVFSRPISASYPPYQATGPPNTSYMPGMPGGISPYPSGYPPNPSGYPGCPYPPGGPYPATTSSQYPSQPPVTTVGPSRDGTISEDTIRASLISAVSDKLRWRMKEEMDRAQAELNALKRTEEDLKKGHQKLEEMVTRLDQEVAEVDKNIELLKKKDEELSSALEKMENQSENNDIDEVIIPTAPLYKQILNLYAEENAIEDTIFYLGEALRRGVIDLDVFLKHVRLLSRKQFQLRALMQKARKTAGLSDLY
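Compounds were pin-transferred onto Tsg101 binding domain (10 uM final) in HEPES pH 7.5 buffer, then FITC-PTAP peptide was added at 50 nM final. After 20 min at RT, polarization reported peptide displacement across a qHTS concentration series.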
p53 reactivation: qHTS assay for re-activators of p53 using a Luc reporter. H1299 p53-A138V BP100-luciferase reporter, luminescence, 24 h. Potency, µM (top dose mostly 92.2 µM), without a hit: at the top dose activity change, positive = activation, hits mostly activators. actives 0.063% (n = 320,000). AID 504706, 2011; also: potency is read from the fitted curve at half-maximal effect; % of control where 0% means no effect; nearly all actives have a fitted effect of over 45% in size
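p53-null H1299 cells stably carrying temperature-sensitive p53-A138V and a BP100-luciferase reporter were pinned with compounds (4-point, 1:5 series) and held 24 hrs at 37 deg C. Luminescence was read 10 min after detection reagent.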
ELG1 DNA repair: qHTS screen for small molecules that inhibit ELG1-dependent DNA repair in human embryonic kidney (HEK293T) cells expressing luciferase-tagged ELG1; HEK293T ELG1-luciferase reporter, luminescence, 16 h; DNA damage induced by 5-fluorouridine; Potency, µM (titrated, usually from 46.1 µM), without a hit: at the top dose activity change, negative = inhibition, usual class: inhibitors; actives 2.3% (n = 330,000); also: potency is read from the fitted curve at half-maximal effect; % is scaled to controls: 0 for no effect and ±100 for the full control effect; nearly all actives have a fitted effect of over 55% in size
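DMSO vehicle served as the neutral condition. Each well held 2,000 cells given 5-fluorouridine plus compound; after 16 hr at 37 °C/5% CO2, ONE-Glo was added and luciferase measured 30 min later.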
The depositor's hits bear a star; ? = inconclusive; · = not tested or not shown; [ ] = remark or other dose. Unless noted, calls follow the shape of the dose curve; as a rule, active = well fitted curve in the direction sought with a large enough effect; inconclusive = small, poorly fitted or top-dose-only effect, or another doubt; inactive = no such curve, though single readings can be large; an effect the other way counts as inactive or inconclusive.

The first 2 compounds, to show the layout:
cpd	SMILES	CXXC DNA block	Integrin act MD	A-T KAP1 phos	TCR activator	TRPV1 agonist
1	CCOC(=O)c1c(NC(C)=O)sc2c(OC(C)=O)cccc12	1%	3%	-4%	·	12
2	O=C(Nc1ccccc1N1CCCCC1)c1ccc(Cl)c([N+](=O)[O-])c1	-11%	-20%	2%	1%	22

cpd	BRCA1 expr act	B2AR arrestin	TSG101-PTAP inh	p53 reactivation	ELG1 DNA repair
1	-20%	0.1%	-5%	3%	-23%
2	-99%[inhibitor]	-0.2%	0%	-3%	18%

The list itself (from the top)
cpd	SMILES	CXXC DNA block	Integrin act MD	A-T KAP1 phos	TCR activator	TRPV1 agonist
1	CCOC(=O)c1c(NC(C)=O)sc2c(OC(C)=O)cccc12	1%	3%	-4%	·	12
2	O=C(Nc1ccccc1N1CCCCC1)c1ccc(Cl)c([N+](=O)[O-])c1	-11%	-20%	2%	1%	22
3	CN1C(=O)C(C)(C)c2cc(S(=O)(=O)N3CCC(C(=O)NCc4ccc(Cl)cc4)CC3)ccc21	23%	2%	-4%	5%	0
4	C/C(=N\NC(=O)c1ccccc1O)C1CC1	3%	-40%	-6%	-7%	?
5	CCCCCc1ccc(-c2ccc(OC)cc2)nc1	-10%	-10%	-6%	1%	?
6	COCCCN1C(=O)C(=O)/C(=C(/O)c2ccc(S(=O)(=O)N3CCCCC3)cc2)C1c1ccc(F)cc1 (centres undefined)	7%	40%	-15%	-4%	-4
7	O=C(Nc1ccc2c(c1)OCO2)c1ccccc1SCC(=O)N1CCCC1	?	-14%	-3%	0%	5
8	O=C(CCN1CCC2CCC(C2)C1)c1ccc(F)cc1 (centres undefined)	·	34%	·	6%	·
9	CCOC(=O)c1cc(=O)c2ccc(OCc3ccccc3)cc2o1	-7%	?	7%	2%	6
10	C=CCOc1ccc(C(c2c(O)nc(SC)[nH]c2=O)c2c(O)nc(SC)[nH]c2=O)cc1	·	0%	·	0%	·

cpd	BRCA1 expr act	B2AR arrestin	TSG101-PTAP inh	p53 reactivation	ELG1 DNA repair
1	-20%	0.1%	-5%	3%	-23%
2	-99%[inhibitor]	-0.2%	0%	-3%	18%
3	-4%	0.0%	5%	11%	4%
4	-30%	-0.6%	-2%	28%	?
5	8.9µM*	0.2%	-4%	0%	-17%
6	1%	-0.3%	-2%	-2%	26%
7	0%	0.0%	-2%	0%	5%
8	9%	·	1%	·	·
9	-1%	-0.2%	-1%	-1%	2%
10	2%	·	0%	·	·

Following part
cpd	SMILES	CXXC DNA block	Integrin act MD	A-T KAP1 phos	TCR activator	TRPV1 agonist
11	CCOC(=O)C1CCN(C(=O)CS(=O)Cc2nc(-c3ccc(C)cc3)oc2C)CC1 (centres undefined)	3%	-1%	-1%	-8%	·
12	CNC(=O)CN(c1ccc(OC)cc1)S(=O)(=O)c1ccc(F)cc1	8%	8%	1%	-4%[46.1 µM]	2
13	O=C(C1CCC(CNS(=O)(=O)c2cccc3cccnc23)CC1)N1CCCC1 (centres undefined)	-5%	14%	9%	-6%[46.1 µM]	2
14	CC1(C)CC(=O)C2=C(C1)NC(Nc1nc3ccccc3o1)=NC21CCCCC1	-2%	6%	-2%	-3%	24
15	CCCOP(=O)(OCCC)C(Nc1ccc(C(=O)O)cc1)c1ccccc1 (centres undefined)	-2%	41%	-2%	6%	2
16	Nc1cc2cccnc2cc1Cl	·	2%	·	2%	·
17	CCOc1cc(S(=O)(=O)N(Cc2ccccc2)Cc2ccccc2)c(OCC)cc1-n1cnnn1	-4%	30%	4%	·	1
18	c1cnc(N2CCN(c3ccc4ccccc4n3)CC2)nc1	4%	0%	-7%	14%	1
19	COc1cc(NS(C)(=O)=O)c(OC)cc1NC(=O)c1ccccc1	-3%	32%	3%	-4%	-2
20	O=C(O)CCS(=O)(=O)c1ccc(-c2ccccc2)cc1	3%	0%	-1%	-3%[46.1 µM]	-1

cpd	BRCA1 expr act	B2AR arrestin	TSG101-PTAP inh	p53 reactivation	ELG1 DNA repair
11	3%	-1.0%	-3%	-1%	3%
12	-24%	1.0%	-5%	9%	9%
13	-4%	-0.1%	-3%	-7%	-11%
14	-13%	0.2%	-6%	3%	9%
15	14%	-1.0%	-6%	-2%	-4%
16	22%	·	0%	·	·
17	-32%	-0.8%	·	-5%	-21%
18	72%	0.0%	-2%	?	?
19	-23%	-0.1%	-8%	2%	-3%
20	9%	-0.5%	-1%	0%	13%

(next part)
cpd	SMILES	CXXC DNA block	Integrin act MD	A-T KAP1 phos	TCR activator	TRPV1 agonist
21	COc1cc(NC(=O)C/C(C)=N/NC(=O)C(OC)c2ccccc2)c(OC)cc1Cl (centres undefined)	-2%	6%	7%	-1%[46.1 µM]	0
22	CSc1ccc(CN(C)CC(=O)Nc2ccccc2Br)cc1	14%	-33%	10%	0%[46.1 µM]	11
23	Cc1cccc2c1N(CCOc1ccccc1Cl)C(=O)C2=O	13%	-10%	·	-2%[46.1 µM]	-4
24	O=C(Nc1ccn(CCCN2CCN(c3ccccn3)CC2)c(=O)n1)OCc1ccccc1	·	-4%	·	-8%	·
25	NC(=O)C1CCN(c2nc(C3CC3)nc3c2nnn3Cc2ccccc2)CC1	6%	-14%	-4%	6%	6
26	CC1CN(c2snnc2C=C2C(=O)OC(C)(C)OC2=O)CC(C)O1 (centres undefined)	15%	0%	-3%	-2%	5
27	O=C(c1ccc(-c2cccc(C(F)(F)F)c2)o1)N1CCN(c2ccccc2O)CC1	29%	-6%	8%	-5%	?
28	Nc1ccc(C(=O)N2N=C(c3ccc(F)cc3)CC2(O)C(F)(F)F)cc1 (centres undefined)	-2%	-12%	-3%	0%	?
29	CC(C)(C)[C@@H]1C=C(C(N)=O)O[C@H](OCCCCO)C1	·	18%	·	-1%	·
30	CC(=O)NC1=C(NC2CCS(=O)(=O)C2)C(=O)c2ccccc2C1=O (centres undefined)	-6%	0%	20%	11%[46.1 µM]	1

cpd	BRCA1 expr act	B2AR arrestin	TSG101-PTAP inh	p53 reactivation	ELG1 DNA repair
21	-52%	2.5%	-2%	-7%	-4%
22	-17%	0.0%	-1%	13%	-22%
23	3%	1.1%	-1%	-30%	?
24	12%	·	-2%	·	·
25	-4%	-0.5%	1%	-2%	-16%
26	6%	0.4%	0%	3%	-2%
27	-27%	-0.4%	-1%	-28%	-2%
28	-37%	3.0%	-5%	10%	-27%
29	10%	·	-2%	·	·
30	-63%	-1.5%	-5%	-42%[inhibitor]	?

More structures follow.
cpd	SMILES	CXXC DNA block	Integrin act MD	A-T KAP1 phos	TCR activator	TRPV1 agonist
31	OC(COCc1cccs1)CN1CCN(c2ccccc2Cl)CC1 (centres undefined)	0%	-3%	-1%	2%[46.1 µM]	1
32	CCOc1ccc(-c2nc(-c3ccccc3)no2)cc1OCC	-2%	12%	7%	2%	-3
33	CC(C)NC(=O)[C@H]1N2C(=O)c3ccccc3C2SC1(C)C (some centres undefined)	-3%	-2%	0%	4%	3
34	O=C(CNCc1ccccn1)N1CCc2ccccc2C1	0%	-1%	-14%	2%	-1
35	CC(C)C[C@H](NC(=O)c1[nH]cnc1C(=O)N[C@@H](Cc1ccccc1)C(=O)OC(C)(C)C)C(=O)OC(C)(C)C	6%	-40%	?	0%	0
36	COc1ccc(N2CCN(c3oc(COc4ccc(Cl)cc4Cl)nc3C#N)CC2)cc1	1%	26%	-1%	-51%	1
37	Cc1ccc(SCC(=O)NCCc2ccccc2)cc1	-5%	-9%	3%	9%	?
38	CC(C)CC1COC(=O)N1 (centres undefined)	2%	-21%	3%	-11%	0
39	Cc1ccc(S(=O)(=O)Nc2nc(C)cc(NN)n2)cc1	-1%	-9%	-1%	-6%	-1

cpd	BRCA1 expr act	B2AR arrestin	TSG101-PTAP inh	p53 reactivation	ELG1 DNA repair
31	-15%	0.1%	-2%	4%	0%
32	37%	-0.9%	-3%	?	?
33	-12%	0.4%	0%	-3%	-9%
34	36%	-0.5%	-1%	12%	0%
35	-59%	-0.5%	?	8%	?
36	11%	0.2%	0%	5%	2%
37	79%	-0.9%	0%	25%	28%
38	27%	-0.9%	-6%	8%	7%
39	6%	0.0%	-1%	1%	-2%

Only TSG101-PTAP inh, for some of the entries so far:
entry	canonical_smiles	TSG101-PTAP inh
3	CN1C(=O)C(C)(C)c2cc(S(=O)(=O)N3CCC(C(=O)NCc4ccc(Cl)cc4)CC3)ccc21	5%
4	C/C(=N\NC(=O)c1ccccc1O)C1CC1	-2%
5	CCCCCc1ccc(-c2ccc(OC)cc2)nc1	-4%

The order is random, and some 3.8% of all compounds hit somewhere here.
